Bioassay records deposited in PubChem by National Center for Advancing Translational Sciences (NCATS).
TSHR antag: human thyrotropin receptor antagonism | P16473 | TSHR-expressing cells, TSH-stimulated cAMP HTRF, 2 h; hits give low values | activity change, negative = inhibition, % at 11.5 µM | 0.2% of 330,000 active | AID 504810;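 active means activity change below a set negative limit, meaning inhibition stronger than a set level, cut at about -70% in these data; inconclusive means activity change between two set negative limits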; further: on the % scale 0 is the no-effect control and ±100 the full control effect
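TSHR-expressing cells were treated with compounds, then stimulated with TSH at EC80 (4nM final) for 2 hours at 37 deg C. Cellular cAMP was measured by HTRF competition between lysate cAMP and cAMP-d2 for a cryptate-labelled anti-cAMP antibody.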
Coupling enz: coupling enzyme interference in Giardia aldolase counter-screen. 0.67% of 290,000 active. AID 2472. activity change, negative = inhibition, % at 58.2 µM, hits read low. coupling enzyme system counterscreen, AmpLite Red fluorescence; in the data active means activity change below about -30%; further: on the % scale 0 is the no-effect control and ±100 the full control effect
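Coupling enzymes only (glyceraldehyde-3-phosphate) + compound, at 57.5 uM final, 10 min RT; add substrate/coupling/AmpLite Red mix, 20 min RT; fluorescence ex 525/em 598 nm. Actives flag coupling-system interference.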
BCR signal inh: blocks chronic active B-cell receptor signaling; ABC-DLBCL IkBa-CBG/CBR reporter, luminescence ratio, 4 h; Potency, µM (series often up to 46.1 µM), without a hit: at the highest dose ratio change, negative = lower green/red ratio, actives largely listed as inhibitors; 0.05% of 340,000 active; AID 493014; active means well fitted inhibition curve with a large enough effect in the signal ratio, with a control signal flat, not every such curve was filed as active; inconclusive means small, poorly fitted or top-dose-only effect, or effect the other way, or a change in a side signal; the % refers to the signal ratio;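 further: potency means the concentration at half of the fitted maximal effect; plate controls were basal doxycycline-induced cells for no effect and cells given 10 µM MG132 for full effect; MG132 reads +100%, hits lower the ratio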
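TMD8 ABC-DLBCL cells carrying doxycycline-inducible green luciferase fused to IkappaBalpha plus unfused red luciferase were exposed to compounds (up to 46 uM) for 4 hrs at 37C. Activity came from the overlap-corrected green/red luminescence ratio.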
GALK inh: inhibitors of human galactokinase; P51570; Potency, µM (series often up to 57.5 µM), for the others: at the highest dose activity change, negative = inhibition, most hits filed as inhibitors; Purified GALK, Kinase-Glo residual ATP luminescence; 0.007% of 270,000 active; further: potency means the concentration at half of the fitted maximal effect; on the % scale 0 is the no-effect control and ±100 the full control effect
Target sequence (P51570 whole entry, looked up): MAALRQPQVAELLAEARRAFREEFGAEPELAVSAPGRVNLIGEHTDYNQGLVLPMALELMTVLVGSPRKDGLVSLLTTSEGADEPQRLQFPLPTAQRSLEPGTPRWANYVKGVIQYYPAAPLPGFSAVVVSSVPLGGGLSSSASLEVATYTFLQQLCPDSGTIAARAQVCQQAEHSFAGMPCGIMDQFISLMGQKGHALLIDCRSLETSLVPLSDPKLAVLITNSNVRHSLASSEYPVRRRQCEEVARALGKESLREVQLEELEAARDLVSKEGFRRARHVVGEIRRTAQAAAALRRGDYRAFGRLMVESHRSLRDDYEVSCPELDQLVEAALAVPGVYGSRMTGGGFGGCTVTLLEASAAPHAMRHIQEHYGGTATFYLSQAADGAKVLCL
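Human GALK (5 nM) with 35 uM ATP and 100 uM galactose in 20 mM HEPES pH 8.0, 5 mM MgCl2, 60 mM NaCl, 1 mM DTT, 0.01% BSA. After 1 h at room temperature, leftover ATP was read by Kinase-Glo Plus luminescence.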
Giardia killer: Giardia lamblia killing; Giardia lamblia trophozoite viability; activity change, % at 7.66 µM, hits read low; 0.15% of 340,000 active; AID 540267; in the data active means activity change below about -80%; inconclusive means between about -30% and that limit;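 further: parasites exposed to compound for two days anaerobically before the ATP read; on the % scale 0 is the no-effect control and ±100 the full control effect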
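Trophozoite viability was measured as ATP-dependent luminescence, read 15-30 min after reagent addition. Before that, parasites at 100 cells/well were exposed to compounds for 48 h, anaerobically, at 37 deg C.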
hERG WT inh: blocks the wildtype human KCNH2 potassium channel. U2OS, BacMam KCNH2, thallium flux FluxOr; hits give low values. 0.37% of 340,000 active. activity change, % at 1.84 µM. Q12809;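 active means maximum activity change below -70%; inconclusive means maximum activity change between -70% and -50%; inactive means maximum activity change above -50%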; further: on the % scale 0 is the no-effect control and ±100 the full control effect
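U2OS cells were transduced with wild-type KCNH2 virus (2.03 x 10^8 / mL) for 4 h at room temperature, then cultured overnight at 37 C. Thallium flux was read with FluxOr dye. Rate constants were normalized to DMSO controls.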
AT treatment: potential ataxia-telangiectasia treatment; 0.19% of 320,000 active; AID 485349; Potency, µM (series often up to 57.5 µM), without a hit: top-dose activation, most hits filed as activators; […] A-T fibroblasts, KAP-1 phosphorylation AlphaLISA; neocarzinostatin DNA damage 30 min before lysis; further: potency means the concentration at half of the fitted maximal effect; % of control where 0% means no effect; nearly all actives have a fitted effect of over 45% in size
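hTERT-immortalized A-T patient fibroblasts ([…]), 500 cells/well in OPTI-MEM, 1% FBS, got compounds for 60 min, then NCS for 30 min at 37C. Lysates were then assayed for phospho-KAP-1 by AlphaLISA (anti-pKAP1 donor, anti-KAP1 acceptor beads), 6 hr at 25C.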
CXXC DNA block: inhibitors of human MLL CXXC domain-DNA interaction. Q03164. MLL-CXXC / FITC-HOXA9 DNA fluorescence polarization. AID 2662. Potency, µM (doses to about 115 µM), inactives show top-dose activity change, negative = inhibition, actives largely listed as inhibitors. 0.037% of 290,000 active; active means well fitted inhibition curve with a large enough effect in the polarisation, with a control signal flat, not every such curve was filed as active; inconclusive means small, poorly fitted or top-dose-only effect, or effect the other way, or a change in a side signal; inactive means no such curve, though single readings can be large or run the other way; the % refers to the polarisation; further: potency means the concentration at half of the fitted maximal effect
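Purified MLL-CXXC (added from a 7 uM solution) was preincubated 5 min at ambient with pinned compounds in 50 mM Tris-HCl pH 7.5, 50 mM NaCl, 1 mM DTT, 0.05% BSA. Fluorescein-labeled HOX-A9 DNA (50 nM solution) followed, 30 min, then polarization read.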
Tb PFK block: inhibitors of T. brucei phosphofructokinase; O15648; 0.17% of 330,000 active; T. brucei PFK, ADP-Glo luminescence; Potency, µM (series often up to 57.5 µM), for the others: at the top dose activity, negative = inhibition, usual class: inhibitors;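 further: potency means the concentration at half of the fitted maximal effect; 0% = uninhibited 1x PFK enzyme wells and -100% = no-enzyme wells; nearly all actives have a fitted effect of over 60% in size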
Target sequence (O15648 whole entry, looked up): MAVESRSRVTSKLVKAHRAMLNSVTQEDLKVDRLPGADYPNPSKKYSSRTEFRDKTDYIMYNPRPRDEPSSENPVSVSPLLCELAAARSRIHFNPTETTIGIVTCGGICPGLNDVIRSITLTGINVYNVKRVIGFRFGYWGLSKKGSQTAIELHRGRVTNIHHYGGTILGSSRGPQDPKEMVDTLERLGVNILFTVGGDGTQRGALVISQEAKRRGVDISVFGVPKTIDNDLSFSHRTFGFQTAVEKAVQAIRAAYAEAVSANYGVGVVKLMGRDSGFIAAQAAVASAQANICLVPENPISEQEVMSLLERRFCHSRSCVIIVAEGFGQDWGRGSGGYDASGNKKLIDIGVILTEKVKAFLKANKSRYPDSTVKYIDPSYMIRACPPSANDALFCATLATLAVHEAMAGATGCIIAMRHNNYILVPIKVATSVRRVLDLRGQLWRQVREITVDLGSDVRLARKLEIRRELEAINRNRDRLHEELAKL
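ADP-Glo luminescence quantified ADP after 45 min at room temperature, with 1.25 nM T. brucei PFK, 0.1 mM ATP and 0.5 mM fructose-6-phosphate in pH 8.0 TEA buffer. qHTS titrations up to 57 µM; curves classified by quality.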
TCR act: T cell receptor activation. primary human leukocytes, anti-CD3, IL-2 HTRF, 48 h. Potency, µM (doses to about 9.22 µM), inactives show at the top dose activation of IL-2 secretion, hits mostly activators. 330,000 tested, under 10 active; further: % of control where 0% means no effect
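Readout: HTRF IL-2, Eu-cryptate/d2 antibody pair, 320nm excitation, 665nm emission. Stimulus: a-CD3 beads, no co-stimulation. Cells: primary human leukocytes. Exposure: 48 hr with compound.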
Numbers without * were called inactive; [ ] = another dose, or the depositor's remark. Unless noted, the call rests on the fitted dose curve; in most records, active means well fitted curve in the direction sought with a large enough effect; inconclusive means small, poorly fitted or top-dose-only effect, or another doubt; inactive means no such curve, though single readings can be large; an effect the other way counts as inactive or inconclusive. The order is random, and some 1.6% of all compounds hit somewhere here.

What do the screens show for `FC(F)(F)c1nnc2c3ccccc3c(Cl)nn12`?
TSHR antag: -6; Coupling enz: 3; BCR signal inh: -16%; GALK inh: 2%; Giardia killer: 16; hERG WT inh: -11; AT treatment: 0%; CXXC DNA block: -4%; Tb PFK block: -2%; TCR act: 2%

What do the screens show for `COc1ccc(CN(C(=O)Cc2cccs2)C(C(=O)NC2CCCC2)c2ccncc2)cc1` (stereo not drawn)?
TSHR antag: 20; Coupling enz: -1; BCR signal inh: -3%; GALK inh: 5%; Giardia killer: 9; hERG WT inh: 8; AT treatment: 2%; CXXC DNA block: 1%; Tb PFK block: -5%; TCR act: 4%

What do the screens show for `O=C(c1ccc(F)cc1)N1CCN=C1c1ccccc1`?
TSHR antag: -3; Coupling enz: 1; BCR signal inh: 0%; GALK inh: 0%; Giardia killer: 25; hERG WT inh: -2; AT treatment: -5%; CXXC DNA block: 2%; Tb PFK block: -1%; TCR act: -2%[46.1 µM]

How did CC1CCCCN1S(=O)(=O)c1coc(C(N)=O)c1 (stereo not drawn) do in these assays?
TSHR antag: 6; Coupling enz: 2; BCR signal inh: 1%; GALK inh: 2%; Giardia killer: 19; hERG WT inh: 1; AT treatment: 26%; CXXC DNA block: 7%; Tb PFK block: -6%; TCR act: 0%

How did Cc1c(Cl)cnc(NC(=O)COC(=O)c2cccc(S(=O)(=O)N3CCc4ccccc4C3)c2)c1Cl do in these assays?
TSHR antag: -5; Coupling enz: 0; BCR signal inh: 0%; GALK inh: 0%; Giardia killer: 5; hERG WT inh: 16; AT treatment: -6%; CXXC DNA block: 4%; Tb PFK block: 0%; TCR act: 5%[46.1 µM]

What do the screens show for `CC(C)c1nc(N2CCCC2)c(C#N)c2c1CCCC2`?
TSHR antag: 3; Coupling enz: 9; BCR signal inh: 3%; GALK inh: 0%; Giardia killer: 17; hERG WT inh: -3; AT treatment: inconclusive; CXXC DNA block: 4%; Tb PFK block: -3%; TCR act: -7%

Results for COc1ccc(S(=O)(=O)N2CCN(C(=O)[C@@H]3CCCN3C(=O)c3cccs3)CC2)cc1 ?
TSHR antag: 4; BCR signal inh: 4%; Giardia killer: -11; hERG WT inh: 2; AT treatment: -14%; Tb PFK block: -11%

Results for O=C(N=Nc1c(O)n(Cc2ccccc2)c2ccccc12)c1ccncc1 ?
TSHR antag: -2; Coupling enz: 2; BCR signal inh: 17%; GALK inh: 0%; Giardia killer: -19; hERG WT inh: 33; AT treatment: -10%; CXXC DNA block: -20%; Tb PFK block: -2%; TCR act: -2%

Results for COc1ccc2nc(NC3=NCCC3)sc2c1 ?
TSHR antag: 3; Coupling enz: 2; BCR signal inh: inconclusive; GALK inh: 0%; Giardia killer: 16; hERG WT inh: 12; AT treatment: -3%; CXXC DNA block: 8%; Tb PFK block: 0%; TCR act: 9%

What do the screens show for `Cn1nc(C(=O)NCc2cccs2)c2ccccc2c1=O`?
TSHR antag: 3; Coupling enz: -1; BCR signal inh: -1%; GALK inh: 1%; Giardia killer: -4; hERG WT inh: 3; AT treatment: 0%; CXXC DNA block: 8%; Tb PFK block: -1%; TCR act: 1%[46.1 µM]

Results for COc1ccc(N(C(=O)COc2cccc(C)c2)S(=O)(=O)c2ccc(C)cc2)cc1 ?
TSHR antag: 13; Coupling enz: -1; BCR signal inh: 0%; GALK inh: 1%; Giardia killer: -3; hERG WT inh: -19; AT treatment: 3%; CXXC DNA block: -3%; Tb PFK block: 0%; TCR act: 4%

Results for Cn1c(-c2ccc(F)cc2)cnc1NCc1cc2c(cc1[N+](=O)[O-])OCO2 ?
TSHR antag: 12; Coupling enz: 3; BCR signal inh: inconclusive; GALK inh: -1%; Giardia killer: -6; hERG WT inh: -4; CXXC DNA block: -5%; Tb PFK block: -21%; TCR act: -7%[46.1 µM]

What do the screens show for `Cc1nn(C)cc1CN(C)C(=O)c1ccc(OC2CCN(Cc3ccccn3)CC2)cc1`?
TSHR antag: 2; Coupling enz: 0; BCR signal inh: -6%; GALK inh: 13%; Giardia killer: -21; hERG WT inh: -9; AT treatment: 1%; CXXC DNA block: -1%; Tb PFK block: -1%; TCR act: -1%

How did CCN(CC(=O)Nc1c(F)cccc1F)C(=O)/C=C/c1c(C)nn(-c2ccc(F)cc2)c1C do in these assays?
TSHR antag: 6; BCR signal inh: -3%; Giardia killer: 6; hERG WT inh: 1; AT treatment: -1%; Tb PFK block: 0%; TCR act: -5%

What do the screens show for `COc1ccccc1CC(=O)Nc1ccc(S(=O)(=O)N2CCCC2)cc1`?
TSHR antag: 0; Coupling enz: -1; BCR signal inh: -6%; GALK inh: 18%; Giardia killer: -27; hERG WT inh: -7; AT treatment: -2%; CXXC DNA block: -5%; Tb PFK block: -2%; TCR act: 1%

3 entries already listed, ordered by heavy-atom count, rising:
How did CC1CCCCN1S(=O)(=O)c1coc(C(N)=O)c1 (stereo not drawn) do in these assays?
TSHR antag: 6; Coupling enz: 2; BCR signal inh: 1%; GALK inh: 2%; Giardia killer: 19; hERG WT inh: 1; AT treatment: 26%; CXXC DNA block: 7%; Tb PFK block: -6%; TCR act: 0%

What do the screens show for `CC(C)c1nc(N2CCCC2)c(C#N)c2c1CCCC2`?
TSHR antag: 3; Coupling enz: 9; BCR signal inh: 3%; GALK inh: 0%; Giardia killer: 17; hERG WT inh: -3; AT treatment: inconclusive; CXXC DNA block: 4%; Tb PFK block: -3%; TCR act: -7%

How did CCN(CC(=O)Nc1c(F)cccc1F)C(=O)/C=C/c1c(C)nn(-c2ccc(F)cc2)c1C do in these assays?
TSHR antag: 6; BCR signal inh: -3%; Giardia killer: 6; hERG WT inh: 1; AT treatment: -1%; Tb PFK block: 0%; TCR act: -5%

Remaining list, next part.
Results for O=C(Nc1ccc(Cl)c(Cl)c1)N(Cc1cccnc1)Cc1ccco1 ?
TSHR antag: 9; Coupling enz: 0; BCR signal inh: 8%; GALK inh: -2%; Giardia killer: -4; hERG WT inh: 4; AT treatment: -1%; CXXC DNA block: -6%; Tb PFK block: -5%; TCR act: 2%

What do the screens show for `O=C1c2cccc3cccc(c23)C(=O)N1c1cccc(O)c1`?
TSHR antag: 2; Coupling enz: 1; BCR signal inh: -3%; GALK inh: -2%; Giardia killer: 0; hERG WT inh: 3; AT treatment: 0%; CXXC DNA block: -17%; Tb PFK block: 0%; TCR act: -6%

What do the screens show for `COC(=O)c1[nH]c2cccc(OC)c2c1NC(=O)CN1CCOCC1`?
TSHR antag: 0; Coupling enz: -1; BCR signal inh: -2%; GALK inh: 3%; Giardia killer: 2; hERG WT inh: 8; AT treatment: -3%; CXXC DNA block: 9%; Tb PFK block: 2%; TCR act: 1%

What do the screens show for `CC12CC3(C)CC(C)(C1)CC(C(=O)NCc1ccccn1)(C2)C3`?
TSHR antag: -9; Coupling enz: 0; BCR signal inh: 5%; GALK inh: 0%; Giardia killer: 9; hERG WT inh: -1; AT treatment: 1%; CXXC DNA block: 5%; Tb PFK block: -2%; TCR act: -1%

What do the screens show for `CS(=O)(=O)n1nc(-c2ccc(Cl)cc2)nc1N`?
TSHR antag: 3; Coupling enz: -7; BCR signal inh: inconclusive; GALK inh: 7%; Giardia killer: -3; hERG WT inh: -7; AT treatment: -6%; CXXC DNA block: -14%; Tb PFK block: 0%; TCR act: 4%

How did COCCNC(=O)C(=O)N/N=C/c1ccccc1C(F)(F)F do in these assays?
TSHR antag: -11; Coupling enz: 0; BCR signal inh: -10%; GALK inh: 0%; Giardia killer: 0; hERG WT inh: 1; AT treatment: 2%; CXXC DNA block: -3%; Tb PFK block: 3%; TCR act: -4%[46.1 µM]

What do the screens show for `C=CCN1C(=O)/C(=C\c2cc(Br)c(OCc3ccccn3)c(OC)c2)SC1=S`?
TSHR antag: -11; Coupling enz: -2; BCR signal inh: 0%; GALK inh: -1%; Giardia killer: 9; hERG WT inh: -9; AT treatment: -1%; CXXC DNA block: inconclusive; Tb PFK block: 11%; TCR act: 10%

What do the screens show for `CCCCC(CC)CN1C(=O)/C(=C/c2ccncc2)SC1=S` (stereo not drawn)?
TSHR antag: 1; Coupling enz: -2; BCR signal inh: 0%; GALK inh: 1%; Giardia killer: 1; hERG WT inh: 19; AT treatment: 30%; CXXC DNA block: 56%[activator]; Tb PFK block: -6%; TCR act: 8%
